Compound activity from PubChem BioAssay.
USP1 inh: Inhibitors of USP1/UAF1: Primary Screen; 390,000 compounds, 0.23% hits; Ubiquitin carboxyl-terminal hydrolase 1 (Homo sapiens), O94782; recombinant USP1/UAF1, Ub-Rhodamine cleavage fluorescence; AID 743255, 2014; Potency, µM (series often up to 57.1 µM), inactives show at the top dose activity change, negative = inhibition, actives largely listed as inhibitors; also: potency is read from the fitted curve at half-maximal effect; % is scaled to controls: 0 for no effect and ±100 for the full control effect; nearly all actives have a fitted effect of over 60% in size; inactives centre near -12
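USP1/UAF1 complex at 1 nM was preincubated with compound for 15 min at room temperature, then Ub-Rho substrate (150nM final) was added. Fluorescence (480/540 nm) was read kinetically, 6 reads every 60 seconds.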
TrxR1 substrate: qHTS Assay for Substrates of Mammalian Selenoprotein Thioredoxin Reductase 1 (TrxR1): qHTS. Thioredoxin reductase 1, cytoplasmic (Rattus norvegicus), O89049. purified TrxR1 substrate turnover, NADPH consumption readout. Potency, µM (highest dose often 114 µM), inactives show at the highest dose activity change, negative = substrate turnover. 390,000 compounds, 0.01% hits. AID 588456, 2011; also: potency is read from the fitted curve at half-maximal effect; % is scaled to controls: 0 for no effect and ±100 for the full control effect; nearly all actives have a fitted effect of over 50% in size
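Rat TrxR1, dispensed at 90 nM, was prereduced with 400 uM NADPH (final) for 5 min at ~22 deg C, then incubated with compound 15 min before 400 uM selenite. A first-read NADPH fluorescence drop versus no-compound background flagged substrates.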
PI4K2A inh: qHTS for small molecular inhibitors of PI4K2A; Phosphatidylinositol 4-kinase type 2-alpha (Homo sapiens), Q9BTU6; purified PI4K2A, ADP-Glo luminescence, 1 h; hits give low values; activity change, negative = inhibition, % at 76.9 µM; 420,000 compounds, 0.13% hits; AID 1346378, 2018; in the data active = activity change below about -50%; inconclusive = mostly about -30% to -49%;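 also: -100% = wells without enzyme as full effect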
Target sequence (Q9BTU6 whole entry, looked up): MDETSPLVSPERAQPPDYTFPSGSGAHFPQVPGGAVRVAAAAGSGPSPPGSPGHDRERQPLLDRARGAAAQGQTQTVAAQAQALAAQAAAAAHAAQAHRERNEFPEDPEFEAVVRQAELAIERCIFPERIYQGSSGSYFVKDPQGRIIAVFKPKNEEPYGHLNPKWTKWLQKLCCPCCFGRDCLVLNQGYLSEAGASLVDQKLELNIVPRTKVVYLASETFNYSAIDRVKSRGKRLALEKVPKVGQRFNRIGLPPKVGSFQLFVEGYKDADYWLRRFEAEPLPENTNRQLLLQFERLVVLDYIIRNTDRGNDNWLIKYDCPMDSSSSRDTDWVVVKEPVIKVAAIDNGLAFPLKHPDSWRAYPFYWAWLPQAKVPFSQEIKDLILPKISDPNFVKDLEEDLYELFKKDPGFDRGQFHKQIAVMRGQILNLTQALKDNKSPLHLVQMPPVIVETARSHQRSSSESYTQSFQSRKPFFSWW
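In this quantitative HTS, ADP production by PI4K2A was quantified luminescently after 1 h at ambient temperature; 100 microM adenosine served as plate-quality control.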
TRHR agonist: qHTS for Small Molecule Agonists and Allosteric Enhancers of Human TRH Receptor: Primary Screen for Agonists. Thyrotropin-releasing hormone receptor (Homo sapiens), P34981. TRHR cells, calcium flux fluo-8, FDSS agonist mode. activation, % at 2 µM. 360,000 compounds, 0.18% hits. AID 493084, 2011; in the data active = activation above about 30%; also: 0% is about no effect
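Agonist-mode FDSS calcium read (Ex 480/Em 530, 1 s cycles) in 1536-well TRHR cells with fluo-8 dye, after 10-cycle baseline and 23 nL compound addition; TRH at EC20 (10 nM final) added afterwards for the enhancer phase.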
TRHR PAM: qHTS for Small Molecule Agonists and Allosteric Enhancers of Human TRH Receptor: Primary Screen for Enhancers; TRHR cells, fluo-8 calcium fluorescence, EC20 TRH enhancement; enhancement, % at 2 µM; 360,000 compounds, 0.66% hits; in the data active = enhancement above about 30%; also: 0% is about no effect
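Enhancer read-out: after compound pinning and an initial kinetic agonist-mode read, an EC20 of TRH (10 nM final) was injected and fluo-8 calcium signal (Ex 480/Em 530) followed at 1 s/cycle for 100 cycles in TRHR-expressing cells.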
D2 ag: HTS Assay for Allosteric Agonists of the Human D2 Dopamine Receptor: Primary Screen for Agonists. D(2) dopamine receptor (Homo sapiens), P14416. HEK293 T-REx D2 cells, calcium flux agonist mode. activation, % at 2 µM. 340,000 compounds, 0.53% hits. AID 485358, 2010;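 active = activation over 3 SD above normal in the single-dose calcium agonist read, cut at about 30% in these data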; also: 0% is about no effect
Target sequence (P14416 whole entry, looked up): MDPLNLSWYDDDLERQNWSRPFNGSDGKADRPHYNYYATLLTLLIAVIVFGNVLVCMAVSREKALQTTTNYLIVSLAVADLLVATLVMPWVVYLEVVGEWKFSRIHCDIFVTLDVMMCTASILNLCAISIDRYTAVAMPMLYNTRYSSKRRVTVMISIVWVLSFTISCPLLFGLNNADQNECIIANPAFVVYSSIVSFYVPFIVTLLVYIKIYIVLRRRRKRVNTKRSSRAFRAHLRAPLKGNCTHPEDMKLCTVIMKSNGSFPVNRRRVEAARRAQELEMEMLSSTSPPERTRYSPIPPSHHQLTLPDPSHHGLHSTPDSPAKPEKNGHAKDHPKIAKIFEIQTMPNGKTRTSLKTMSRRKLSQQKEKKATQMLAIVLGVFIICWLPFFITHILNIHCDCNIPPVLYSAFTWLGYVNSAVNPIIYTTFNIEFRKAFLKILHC
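Calcium-flux readout, 1 cycle/sec over 180 s following compound pin transfer, in inducible HEK293 Trex D2 cells (force-coupled); dopamine controls included. Positive calcium responses during this window marked compounds as potential agonists.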
D2 antag: HTS Assay for Allosteric Antagonists of the Human D2 Dopamine Receptor: Primary Screen for Antagonists. D(2) dopamine receptor (Homo sapiens), P14416. HEK293 TREx D2 cells, calcium flux, dopamine EC80. inhibition, % at 10 µM. 340,000 compounds, 2% hits. AID 485344, 2010; in the data active = inhibition above about 30%; also: 0% is about no effect
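Measurement of antagonist activity uses fluorescent calcium dye in inducible HEK293 T-REx D2 cells: 10 s baseline, compound addition with 180 s read, EC80 dopamine addition with a further 180 s read.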
mIDH1 inhibitor: qHTS for Inhibitors of mutant isocitrate dehydrogenase 1 (IDH1): qHTS | IDH1-R132H enzyme, NADPH consumption, diaphorase/resazurin fluorescence | Potency, µM (titrated, usually from 76.6 µM), for the others: top-dose activity change, negative = inhibition, most hits filed as inhibitors | 390,000 compounds, 0.093% hits; also: potency is read from the fitted curve at half-maximal effect; % is scaled to controls: 0 for no effect and ±100 for the full control effect; nearly all actives have a fitted effect of over 65% in size
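IDH1-R132H (0.5 ug/mL) preincubated 30 min with compound, then NADPH (0.016 mM) and alpha-KG (2 mM) added; 80 min at RT, pH 7.5. Remaining NADPH coupled via diaphorase/resazurin to fluorescence (540/590 nm); concentration-response curves normalized to no-enzyme control.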
TrxR1 inh: qHTS Assay for Inhibitors of Mammalian Selenoprotein Thioredoxin Reductase 1 (TrxR1): qHTS. recombinant rTrxR1, NADPH fluorescence consumption, selenite substrate. Potency, µM (doses to about 114 µM), inactives show at the top dose activity change, negative = inhibition, actives largely listed as inhibitors. 390,000 compounds, 1% hits. AID 588453, 2011; also: potency is read from the fitted curve at half-maximal effect; % is scaled to controls: 0 for no effect and ±100 for the full control effect; nearly all actives have a fitted effect of over 65% in size
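Rat TrxR1 (90 nM in the dispensed reagent) was pre-reduced with 400 uM NADPH for 5 min at room temperature, then incubated with compound for 15 min. After 400 uM selenite was added, NADPH fluorescence (Ex 340/Em 450 nm) was followed for 8 min.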
* = called active by the depositor; ? = inconclusive; · = not tested or not shown; & = joins results of further samples; [ ] = another dose, or the depositor's remark. Unless noted, calls follow the shape of the dose curve; as a rule, active = well fitted inhibition curve with a large enough effect; inconclusive = small, poorly fitted or top-dose-only effect; inactive = no such curve, though single readings can be large or run the other way.

SMILES | USP1 inh | TrxR1 substrate | PI4K2A inh | TRHR agonist | TRHR PAM | D2 ag | D2 antag | mIDH1 inhibitor | TrxR1 inh
COc1ccccc1-c1cc(C(F)(F)F)nc(S(=O)(=O)CCCC(=O)Nc2cc(Br)ccc2O)n1 | -6% | 0% | -3 | -0.2 | 0 | -0.5 | · | -11% | ?
Cc1nc2ccc(NC(=O)c3ccc(Cl)c(S(=O)(=O)N(C)c4ccccc4)c3)cc2s1 | ? | 9%[57.1 µM] | -2 | 2.9 | -2 | 2.7 | 13 | -6% | 9%[57.1 µM]
COc1ccc(CC(=O)N2CCN(c3ccccn3)CC2)cc1OC | 6% | 19% | -2 | 1.4 | 4 | -0.6 | -10 | 0% | 1%
Cn1c(N)c(C(=O)COC(=O)c2cnc(Cl)c(Cl)c2)c(=O)n(C)c1=O | -17% | 6%[57.1 µM] | 1 | 0.6 | -4 | 1.3 | 5 | 6% | 6%[57.1 µM]
CCCCNc1cc(NC(C)=O)cc2cc(OC)c(OC)cc12 | ? | 8% | -1 | -0.4 | 0 | 0.2 | -1 | 14% | -20%
C/C(=N/NC(=O)C(O)(c1ccccc1)c1ccccc1)c1ccc([N+](=O)[O-])o1 | -19% | 13%[57.1 µM] | -5 | 0.3 | -3 | -0.9 | 0 | 7% | ?
C=CCn1c(SCC(=O)Nc2ccc(F)cc2F)nnc1-c1cnccn1 | -11% | -1% | -4 | -0.3 | 12 | 0.4 | 2 | 15% | 17%
O=C(CN1C(=O)COc2ccc(S(=O)(=O)N3CCCCC3)cc21)NCc1ccc(F)cc1 | -17%&-8% | -7% | 12&-1 | -1.2&-0.7 | 9&1 | -0.4&0.6 | -13 | 0%&-3% | 0%
O=[N+]([O-])c1ccc(/C=C/c2ccc3cccc([N+](=O)[O-])c3n2)cc1 | -23% | -12% | 0 | -0.6 | 2 | -1.0 | -7 | 10% | -8%
COc1cc(NC(=S)NCCc2ccccc2)c(OC)cc1NC(=O)CC(C)C | -24% | -3% | 1 | 0.2 | 0 | -0.3 | 2 | 10% | -3%
COc1ccc(CNC(=O)CCNS(=O)(=O)c2ccc3c(c2)oc(=O)n3C)cc1 | 1%&-12% | -4%&-2% | 4&0 | -0.2&0.6 | -2&0 | -0.4&-0.4 | -24 | 6%&15% | 11%&8%
O=C(Cn1nnc(-c2ccc3c(c2)OCO3)n1)Nc1ccccc1C(=O)O | -13% | -5% | 4 | 0.0 | 3 | -0.7 | -11 | 8% | -12%
Cn1nc(-c2ccc(Cl)cc2)c2cc(C(=O)N3CCOCC3)sc21 | -24% | 4% | 1 | -0.2 | 2 | 0.4 | 31* | 4% | 12%
COc1cc(/C=N\NC(=O)Cn2nnc3ccccc32)cc(OC)c1OC | -10% | 9% | 3 | 0.3 | 1 | · | · | 9% | 8%
CCOc1ccc(NCc2cccn2-c2nnc(N3CCC(C(=O)NCCCN4CCCCC4)CC3)s2)cc1 | -6% | -4% | 1 | 0.3 | -9 | -0.2 | 12 | -3% | 12%
Cc1cc(F)ccc1NCC(=O)Nc1ccc(Br)cc1C | 0% | -7% | 1 | 0.6 | 3 | -2.9 | -6 | 8% | 7%
O=C(CNC(=O)c1ccc(Cl)cc1)OCCN1C(=O)c2ccccc2C1=O | -20% | 2% | -1 | -0.3 | 5 | 0.0 | -11 | 3% | 29%
Cc1noc(C)c1COC(=O)c1ccc2c(c1)OCCO2 | -17% | -4% | 6 | 0.0 | -4 | -1.0 | 3 | 10% | -7%
Nc1c(Cl)c(Cl)nc(C(=O)OCC(=O)N2CCCC2=O)c1Cl | -20% | 1% | 5 | 2.0 | 5 | 3.1 | -8 | 3% | 6%
COc1cc(C(=O)Nc2ccc3[nH]c(=O)sc3c2)cc(OC)c1OC | -11% | -3% | -5 | -0.2 | 3 | 2.1 | · | 10% | -1%
CC(C)=CCc1c(O)cc(O)c2c(=O)c3c(CC=C(C)C)c(O)ccc3oc12 | 11% | -4% | -6 | · | · | · | · | 45µM* | 16%
Cc1ccnc(NC(=O)CCC(=O)c2cccs2)c1 | 0% | -6%[57.1 µM] | -12 | 0.5 | 2 | 0.4 | 8 | 1% | -15%[57.1 µM]
CCCCNC(=O)C(CC)Sc1nc2ccccc2c(=O)n1CCc1ccc(OC)c(OC)c1 (stereo unspecified) | 1% | -6%[57.1 µM] | -13 | -1.0 | -1 | -0.2 | · | 16% | 10%[57.1 µM]
O=C(Nc1ccccc1)[C@@H]1CC=C[C@@H]2CCN(Cc3ccc(Cl)c(Cl)c3)C(=O)[C@@H]21 | -29% | 2%[57.1 µM] | 6 | · | · | · | · | 7% | 27%[57.1 µM]
Cc1cccc(N2CCCC2=Nc2ccc(Br)cc2C#N)c1 | -16% | 3% | 0 | -0.1 | -7 | 0.0 | -15 | 2% | 1%
COc1cc(C(=O)OCC(=O)Nc2ccc(OC(F)F)cc2)cc(OC)c1OC | ? | -4% | 2 | -1.0 | 0 | -1.2 | -2 | 7% | 6%
COc1cccc(/C=C/C(=O)OCC(=O)Nc2ccc3[nH]c(=O)[nH]c3c2)c1OC | -2% | 30%[activator] | 1 | -0.1 | 5 | 0.2 | -2 | 2% | 37%
Cc1cc(C)cc(NC(=O)C2CCCN(c3nnc(-n4c(C)ccc4C)s3)C2)c1 (stereo unspecified) | -13% | -8% | -10 | -0.6 | 3 | -1.1 | · | 10% | ?
CC(C)(C)OC(=O)N1CCC(C(N)=O)CC1 | -14% | 9%[57.1 µM] | 1 | 0.0 | 0 | -0.7 | 6 | -1% | 6%[57.1 µM]
COc1ccc(OC)c(S(=O)(=O)N2c3ccccc3CC2C)c1 (stereo unspecified) | -7% | -5%[57.1 µM] | 2 | -0.2 | -2 | -0.2 | 33* | -2% | -20%[11.4 µM]
COc1ccc(C)cc1NC(=O)COC(=O)C1COc2ccccc2O1 (stereo unspecified) | -8% | 2% | -2 | · | · | · | · | -4% | -8%
Cc1cc(C)n(-c2ccc(C(=O)Nc3nnc(C)s3)cc2)n1 | -4% | 0% | 1 | -0.5 | 2 | 0.4 | 4 | 0% | 9%
Cc1cccc(NC(=O)NCCn2c(=O)oc3ccc(C)cc32)c1 | -19% | -3% | 4 | -1.9 | -1 | -0.4 | · | 20% | 12%
Oc1c(Br)cc(Br)cc1CNc1ccccn1 | -10% | 0% | 2 | 0.6 | -6 | 0.6 | 11 | 15% | 16%
O=C(CSC1=NC(=O)C(c2ccccc2)C(=O)N1)Nc1ccccc1[N+](=O)[O-] (stereo unspecified) | -19% | -3% | -1 | -1.0 | -10 | 1.8 | 10 | -9% | -1%
CCCCN(CC)c1nc(-c2ccncc2)nc2ccccc12 | -13% | 20%[57.1 µM] | 5 | -0.4 | -2 | 0.2 | 4 | -6% | 8%[57.1 µM]
Cc1ccc(NC(=O)C(=O)NCC(c2cccnc2)N2CCN(C)CC2)cc1F (stereo unspecified) | 20% | -12% | 1 | 0.1 | 16 | 2.1 | · | 0% | -8%
COc1ccccc1N(CC(N)=O)S(=O)(=O)c1ccc(C)cc1 | -7% | 1% | 5 | 0.1 | -4 | 0.3 | 2 | 0% | 23%

8 entries from above in another layout:
SMILES,USP1 inh,TrxR1 substrate,PI4K2A inh,TRHR agonist,TRHR PAM,D2 ag,D2 antag,mIDH1 inhibitor,TrxR1 inh
COc1cccc(/C=C/C(=O)OCC(=O)Nc2ccc3[nH]c(=O)[nH]c3c2)c1OC,-2%,30%[activator],1,-0.1,5,0.2,-2,2%,37%
Cc1cc(C)cc(NC(=O)C2CCCN(c3nnc(-n4c(C)ccc4C)s3)C2)c1 (stereo unspecified),-13%,-8%,-10,-0.6,3,-1.1,·,10%,?
CC(C)(C)OC(=O)N1CCC(C(N)=O)CC1,-14%,9%[57.1 µM],1,0.0,0,-0.7,6,-1%,6%[57.1 µM]
COc1ccc(OC)c(S(=O)(=O)N2c3ccccc3CC2C)c1 (stereo unspecified),-7%,-5%[57.1 µM],2,-0.2,-2,-0.2,33*,-2%,-20%[11.4 µM]
COc1ccc(C)cc1NC(=O)COC(=O)C1COc2ccccc2O1 (stereo unspecified),-8%,2%,-2,·,·,·,·,-4%,-8%
Cc1cc(C)n(-c2ccc(C(=O)Nc3nnc(C)s3)cc2)n1,-4%,0%,1,-0.5,2,0.4,4,0%,9%
Cc1cccc(NC(=O)NCCn2c(=O)oc3ccc(C)cc32)c1,-19%,-3%,4,-1.9,-1,-0.4,·,20%,12%
Oc1c(Br)cc(Br)cc1CNc1ccccn1,-10%,0%,2,0.6,-6,0.6,11,15%,16%
